ASAP1 GAP inh – inhibitors of human ASAP1 ArfGAP activity; Q9ULH1; ASAP1-stimulated ARF1 GTP hydrolysis, GDP FP detection; inhibition, % at 16.5 µM; 360,000 tested, 0.19% active; AID 624377; in the data active = inhibition above about 25%;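 also: 0% = vehicle with enzyme and substrate and 100% = no enzyme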
Target sequence (Q9ULH1 325-724 limits assumed): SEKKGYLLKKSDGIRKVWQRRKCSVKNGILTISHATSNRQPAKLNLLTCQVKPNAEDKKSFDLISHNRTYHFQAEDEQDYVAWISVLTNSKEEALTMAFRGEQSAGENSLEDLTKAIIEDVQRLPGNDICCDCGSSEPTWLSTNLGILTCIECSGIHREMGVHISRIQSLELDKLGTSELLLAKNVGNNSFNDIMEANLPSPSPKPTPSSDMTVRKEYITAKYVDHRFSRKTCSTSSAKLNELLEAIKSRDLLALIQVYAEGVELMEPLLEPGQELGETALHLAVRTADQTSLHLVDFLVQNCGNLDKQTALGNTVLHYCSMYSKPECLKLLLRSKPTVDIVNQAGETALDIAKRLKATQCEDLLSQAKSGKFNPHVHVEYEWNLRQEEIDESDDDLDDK
PLC-beta3 inh – inhibitors of human phospholipase C beta3 | Q01970 | Purified PLC-beta3, fluorogenic substrate, fluorescence | inhibition, % at 12.2 µM | 370,000 tested, 0.18% active | AID 720704; in the data active = inhibition above about 11%;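 also: 0% = median of compound wells on plate and 100% = full blocker control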
PLCg1 inh – inhibitors of human phospholipase C gamma1; inhibition, % at 12.2 µM; purified PLC-gamma1, fluorogenic substrate, fluorescence; 370,000 tested, 0.84% active; in the data active = inhibition above about 9.5%
Tn6 DDE FP – inhibitors of Tn6 peptide binding to human fibrin DD(E); P02675; Fibrin DD(E) TRITC-Tn6 fluorescence polarization displacement; inhibition, % at 8.3 µM; 370,000 tested, 0.21% active; AID 720509;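 active = inhibition above a per-campaign cutoff: mean of compounds within control limits plus 3 SD, cut at about 15% in these data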;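 also: 0% = median of all compound wells on the plate and 100% = blocking peptide control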
ARFGAP1 inhibitor – rat ARFGAP1 inhibition; Arfgap1-stimulated ARF1 GTP hydrolysis, GDP FP detection; Q62848; inhibition, % at 16.5 µM; 360,000 tested, 0.26% active; AID 651572;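 active = inhibition above a per-plate limit, mean inhibition of low control wells plus 3 SD, cut at about 25% in these data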;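 also: 0% = DMSO wells with enzyme and 100% = wells lacking Arfgap1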
Target sequence (Q62848 1-136 limits assumed): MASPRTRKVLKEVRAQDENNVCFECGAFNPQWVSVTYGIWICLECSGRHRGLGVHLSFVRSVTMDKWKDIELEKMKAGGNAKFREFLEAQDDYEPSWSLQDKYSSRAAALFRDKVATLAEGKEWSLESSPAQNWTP
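material = rat Arfgap1 catalytic domain, aa 1-136 | also added = human ARF1(Δ1-17)-GTP substrate | compound dosing = one concentration, 16.5 µM, DMSO 1.26% | times = GTP hydrolysis reaction 2 h at 25 °C | measured by = FP, GDP Alexa 633 tracer displaced from anti-GDP antibody, 620/688 nm | evaluation = percent inhibition of Arfgap1-stimulated GTP hydrolysis | replication = single well per compound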
KLK7 zymogen act – proKLK7 (human) activation, primary screen; P49862; purified proKLK7, EDANS-DABCYL substrate fluorescence; 100% is mature enzyme control, 0% vehicle; activation, % at 7 µM; 370,000 tested, 0.9% active;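 active = activation above the mean of all tested compounds plus 3 SD, computed per campaign excluding outliers beyond control limits, cut at about 13% in these data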
Target sequence (P49862 whole entry, looked up): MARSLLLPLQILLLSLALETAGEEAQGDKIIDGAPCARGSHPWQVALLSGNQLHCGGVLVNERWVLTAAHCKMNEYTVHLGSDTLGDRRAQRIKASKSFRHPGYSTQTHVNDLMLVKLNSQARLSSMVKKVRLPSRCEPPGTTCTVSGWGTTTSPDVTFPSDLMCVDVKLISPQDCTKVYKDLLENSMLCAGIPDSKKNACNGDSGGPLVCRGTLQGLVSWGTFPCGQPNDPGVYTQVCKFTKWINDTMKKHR
HGIII-sPLA2 inh – Inhibits HGIII-sPLA2 liposome hydrolysis, primary screen; QFRET BODIPY PC-A2 liposome hydrolysis, fluorescence; 370,000 tested, 0.56% active; AID 743126; inhibition, % at 12.2 µM; Q9NZ20;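 active = inhibition above mean plus 3 SD of compounds lying within the high and low control bounds, cut at about 19% in these data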;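 also: 0% = median of test compound wells and 100% = no enzyme DMSO wells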
UHRF1 MBD2 ctr – blocks human UHRF1 binding to methylated DNA; Q96T88; UHRF1 binding to methylated oligo, TR-FRET; inhibition, % at 4.4 µM; 370,000 tested, 0.75% active; AID 687016; in the data active = inhibition above about 21%;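 also: UHRF1 SRA domain binding a hemimethylated CpG hairpin DNA probe; 0% = median of test compound wells and 100% = reference inhibitor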
Tn7 DDE FP – DD(E)-Tn7 binding inhibition, primary FP screen; inhibition, % at 8.3 µM; 370,000 tested, 0.13% active; P02675; FP displacement of FITC-Tn7 peptide from fibrin DD(E); 0% = median of compound wells per plate;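 active = inhibition above the mean of compounds falling within the control limits plus 3 SD of them, cut at about 14% in these data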;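 also: 0% = plate median of compound wells and 100% = 10 µM Aha-Tn7 peptide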
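assay system = human clot-derived fibrin DD(E) complex | quantity = Fibrin-DD(E) at 2 µM final | timing = 10 min preincubation, 3 h with tracer, room temperature | signal = fluorescence polarization | measure = percent inhibition | benchmarks = high control wells with 10 µM unlabelled Aha-Tn7 peptide (full inhibition) | replicates = singlicate testing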
NR1D1 modulator – modulates human Rev-erb alpha binding to DNA | 370,000 tested, 0.79% active | AID 1259318 | P20393 | Rev-erbα–FITC-DNA binding, fluorescence polarization, 90 min | activity, % at 10 µM;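 active = activity above about 14%, limit read from the data; passing the limit was not always enough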;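 also: 0% = DMSO wells with 35 nM protein and 100% = DMSO wells with 750 nM protein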
Active calls of the source: *.

For CCCC(C)NC(=O)COc1ccc(S(=O)(=O)c2ccc(OCC(=O)NC(C)CCC)cc2)cc1 (stereo not drawn) the results were ASAP1 GAP inh 1, PLC-beta3 inh -3, PLCg1 inh 0, Tn6 DDE FP 5, ARFGAP1 inhibitor 9, KLK7 zymogen act 0.2, HGIII-sPLA2 inh 4, UHRF1 MBD2 ctr 5, Tn7 DDE FP -6 and NR1D1 modulator -6.
Screening CCOc1nc(C)cc(COC)c1C(N)=O returned ASAP1 GAP inh -5, PLC-beta3 inh -1, PLCg1 inh -2, Tn6 DDE FP -1, ARFGAP1 inhibitor -12, KLK7 zymogen act 0.7, HGIII-sPLA2 inh 4, UHRF1 MBD2 ctr 6, Tn7 DDE FP 10 and NR1D1 modulator -5.
For CCCC1OC(c2ccco2)OCC1CC (stereo not drawn) the results were ASAP1 GAP inh -5, PLC-beta3 inh -1, PLCg1 inh 4, Tn6 DDE FP -2, ARFGAP1 inhibitor -3, KLK7 zymogen act 1.2, HGIII-sPLA2 inh -2, UHRF1 MBD2 ctr 1, Tn7 DDE FP -8 and NR1D1 modulator 4.
`NS(=O)(=O)c1cc(C(=O)NNC(=O)c2ccc3c(c2)OCO3)ccc1Cl` gave ASAP1 GAP inh 1, PLC-beta3 inh 3, PLCg1 inh 4, Tn6 DDE FP 1, ARFGAP1 inhibitor 16, KLK7 zymogen act -0.6, HGIII-sPLA2 inh -6, UHRF1 MBD2 ctr -2, Tn7 DDE FP -5 and NR1D1 modulator -2.
`CSCCC(NC(=O)c1ccccc1Cl)C(=O)Nc1ccc(C)c(S(=O)(=O)N2CCOCC2)c1` (stereo not drawn) gave ASAP1 GAP inh 2, PLC-beta3 inh -5, PLCg1 inh 3, Tn6 DDE FP 5, ARFGAP1 inhibitor 9, KLK7 zymogen act 0.2, HGIII-sPLA2 inh -12, UHRF1 MBD2 ctr -3, Tn7 DDE FP 0 and NR1D1 modulator 3.
Screening Cc1cc(C)n(-c2n[nH]c(C)c2[N+](=O)[O-])n1 returned ASAP1 GAP inh 11, PLC-beta3 inh -1, PLCg1 inh 0, Tn6 DDE FP 1, ARFGAP1 inhibitor 16, KLK7 zymogen act -0.9, HGIII-sPLA2 inh -3, UHRF1 MBD2 ctr 1, Tn7 DDE FP -2 and NR1D1 modulator -7.
Screening CN(C)c1cccc(C(=O)N(Cc2ccccc2)Cc2ccccc2)c1 returned ASAP1 GAP inh 3, PLC-beta3 inh -49, PLCg1 inh -36, Tn6 DDE FP -1, ARFGAP1 inhibitor -28, KLK7 zymogen act 0.0, HGIII-sPLA2 inh 11, UHRF1 MBD2 ctr 2, Tn7 DDE FP 9 and NR1D1 modulator -2.
`COc1ccc(C(=O)Nc2cc(C)on2)cc1OC` gave ASAP1 GAP inh -1, PLC-beta3 inh -3, PLCg1 inh -3, Tn6 DDE FP 5, ARFGAP1 inhibitor 4, KLK7 zymogen act 0.4, HGIII-sPLA2 inh 9, UHRF1 MBD2 ctr 4, Tn7 DDE FP 1 and NR1D1 modulator 1.
`N#Cc1ccccc1OCC(=O)N1CCc2ccccc2C1` gave ASAP1 GAP inh -7, PLC-beta3 inh 4, PLCg1 inh -2, Tn6 DDE FP -1, ARFGAP1 inhibitor -2, KLK7 zymogen act 0.4, HGIII-sPLA2 inh 1, UHRF1 MBD2 ctr 1, Tn7 DDE FP -2 and NR1D1 modulator -1.
CCC(=O)Nc1ccc(Nc2ccccc2)cc1 was read as ASAP1 GAP inh -13, PLC-beta3 inh 1, PLCg1 inh 5, Tn6 DDE FP -2, ARFGAP1 inhibitor 10, KLK7 zymogen act 0.8, HGIII-sPLA2 inh 3, UHRF1 MBD2 ctr -4, Tn7 DDE FP -8 and NR1D1 modulator -1.
For Nc1nc(CCOc2ccc(F)cc2)cs1 the results were ASAP1 GAP inh 7, PLC-beta3 inh -6, PLCg1 inh 1, Tn6 DDE FP 4, ARFGAP1 inhibitor -3, KLK7 zymogen act -0.5, HGIII-sPLA2 inh 6, UHRF1 MBD2 ctr 2, Tn7 DDE FP -2 and NR1D1 modulator -3.
Screening CCCC(C(=O)NC1CCCC1)N(Cc1cccs1)C(=O)c1snc(C(N)=O)c1N (stereo not drawn) returned ASAP1 GAP inh -10, PLC-beta3 inh -52, PLCg1 inh -37, Tn6 DDE FP -3, ARFGAP1 inhibitor 5, KLK7 zymogen act 1.0, HGIII-sPLA2 inh 4, UHRF1 MBD2 ctr 0, Tn7 DDE FP 1 and NR1D1 modulator 0.
For O=c1c2[nH]c3ccccc3c2ncn1CCN1CCCCC1 the results were ASAP1 GAP inh 15, PLC-beta3 inh -4, PLCg1 inh -6, Tn6 DDE FP -6, ARFGAP1 inhibitor -3, KLK7 zymogen act 2.1, HGIII-sPLA2 inh 1, UHRF1 MBD2 ctr 17, Tn7 DDE FP -6 and NR1D1 modulator -4.
Screening C/C(=N/NC(=O)CN1CCN(S(=O)(=O)c2ccc(C)cc2)CC1)c1ccco1 returned ASAP1 GAP inh -2, PLC-beta3 inh -8, PLCg1 inh -3, Tn6 DDE FP 5, ARFGAP1 inhibitor 3, KLK7 zymogen act 0.1, HGIII-sPLA2 inh -6, UHRF1 MBD2 ctr -1, Tn7 DDE FP 0 and NR1D1 modulator 6.
For CC(C)CSc1nc2ccccc2c(=O)[nH]1 the results were ASAP1 GAP inh 3, PLC-beta3 inh 2, PLCg1 inh -3, Tn6 DDE FP -1, ARFGAP1 inhibitor -8, KLK7 zymogen act -0.1, HGIII-sPLA2 inh 1, UHRF1 MBD2 ctr 2, Tn7 DDE FP 4 and NR1D1 modulator 2.
Screening CC1CCCN(CCCOc2ccc(Br)cc2Cl)C1 (stereo not drawn) returned ASAP1 GAP inh 2, PLC-beta3 inh 3, PLCg1 inh 3, Tn6 DDE FP 5, ARFGAP1 inhibitor 9, KLK7 zymogen act -0.2, HGIII-sPLA2 inh -6, UHRF1 MBD2 ctr 0, Tn7 DDE FP -9 and NR1D1 modulator 5.
`Cc1ccc(S(=O)(=O)Oc2ccccc2/C=N/NC(N)=S)cc1` gave ASAP1 GAP inh 10, PLC-beta3 inh -3, PLCg1 inh 1, Tn6 DDE FP 5, ARFGAP1 inhibitor 10, KLK7 zymogen act 0.1, HGIII-sPLA2 inh 3, UHRF1 MBD2 ctr -2, Tn7 DDE FP 0 and NR1D1 modulator 6.
Nc1ccc(S(=O)(=O)Nc2nc(-c3ccccc3)cc(-c3ccccc3O)n2)cc1 was read as ASAP1 GAP inh -4, PLC-beta3 inh -7, PLCg1 inh -7, Tn6 DDE FP 0, ARFGAP1 inhibitor 1, KLK7 zymogen act 0.3, HGIII-sPLA2 inh -55, UHRF1 MBD2 ctr 18, Tn7 DDE FP 0 and NR1D1 modulator 0.
O=C(c1cc(-c2ccccc2)on1)N1CCCc2ccccc21 was read as ASAP1 GAP inh -6, PLC-beta3 inh -2, PLCg1 inh -1, Tn6 DDE FP -1, ARFGAP1 inhibitor -8, KLK7 zymogen act 0.1, HGIII-sPLA2 inh -5, UHRF1 MBD2 ctr 1, Tn7 DDE FP 5 and NR1D1 modulator 5.
For COc1ccc(NC(=O)C2(C)CCN2Cc2ccc(SC)cc2)cc1OC (stereo not drawn) the results were ASAP1 GAP inh 9, PLC-beta3 inh 3, PLCg1 inh -3, Tn6 DDE FP -6, ARFGAP1 inhibitor 6, KLK7 zymogen act -0.8, HGIII-sPLA2 inh 4, UHRF1 MBD2 ctr 0, Tn7 DDE FP -1 and NR1D1 modulator -5.
`Cc1cc(C)c2c(CC(=O)NCCc3ccccc3)coc2c1` gave ASAP1 GAP inh 6, PLC-beta3 inh -5, PLCg1 inh -1, Tn6 DDE FP 3, ARFGAP1 inhibitor 0, KLK7 zymogen act 0.5, HGIII-sPLA2 inh -7, UHRF1 MBD2 ctr 2, Tn7 DDE FP -2 and NR1D1 modulator 12.
Screening COc1cc(NC(=O)C2CCC(CNS(=O)(=O)c3csc(C(N)=O)c3)CC2)cc(OC)c1 (stereo not drawn) returned ASAP1 GAP inh 22, PLC-beta3 inh -5, PLCg1 inh 0, Tn6 DDE FP 0, ARFGAP1 inhibitor 14, KLK7 zymogen act 1.0, HGIII-sPLA2 inh -33, UHRF1 MBD2 ctr 6, Tn7 DDE FP -8 and NR1D1 modulator -1.
`COc1ccc(CCN(Cc2ccccn2)C(=S)Nc2ccccc2C)cc1OC` gave ASAP1 GAP inh -3, PLC-beta3 inh -6, PLCg1 inh 2, Tn6 DDE FP -4, ARFGAP1 inhibitor -1, KLK7 zymogen act -0.3, HGIII-sPLA2 inh 1, UHRF1 MBD2 ctr 3, Tn7 DDE FP 0 and NR1D1 modulator 10.
For COc1ccccc1N1CCN(C2CCCN(C(=O)c3snnc3C)C2)CC1 (stereo not drawn) the results were ASAP1 GAP inh -3, PLC-beta3 inh -81, PLCg1 inh 0, Tn6 DDE FP -5, ARFGAP1 inhibitor -3, KLK7 zymogen act 0.3, HGIII-sPLA2 inh 2, UHRF1 MBD2 ctr 1, Tn7 DDE FP 2 and NR1D1 modulator -1.
CC(C)(C)NC(=S)N1CCC(C(=O)c2ccc(F)cc2)CC1 was read as ASAP1 GAP inh -10, PLC-beta3 inh -2, PLCg1 inh -2, Tn6 DDE FP -3, ARFGAP1 inhibitor -2, KLK7 zymogen act 0.5, HGIII-sPLA2 inh 8, UHRF1 MBD2 ctr 0, Tn7 DDE FP 1 and NR1D1 modulator 2.
COC(=O)c1cc2ccccc2n1S(=O)(=O)c1ccccc1 was read as ASAP1 GAP inh 6, PLC-beta3 inh -2, PLCg1 inh -1, Tn6 DDE FP 7, ARFGAP1 inhibitor 0, KLK7 zymogen act 0.2, HGIII-sPLA2 inh -1, UHRF1 MBD2 ctr -2, Tn7 DDE FP -3 and NR1D1 modulator -5.

An excerpt from above in order of formula weight, descending:
`COc1ccc(CCN(Cc2ccccn2)C(=S)Nc2ccccc2C)cc1OC` gave ASAP1 GAP inh -3, PLC-beta3 inh -6, PLCg1 inh 2, Tn6 DDE FP -4, ARFGAP1 inhibitor -1, KLK7 zymogen act -0.3, HGIII-sPLA2 inh 1, UHRF1 MBD2 ctr 3, Tn7 DDE FP 0 and NR1D1 modulator 10.
For COc1ccccc1N1CCN(C2CCCN(C(=O)c3snnc3C)C2)CC1 (stereo not drawn) the results were ASAP1 GAP inh -3, PLC-beta3 inh -81, PLCg1 inh 0, Tn6 DDE FP -5, ARFGAP1 inhibitor -3, KLK7 zymogen act 0.3, HGIII-sPLA2 inh 2, UHRF1 MBD2 ctr 1, Tn7 DDE FP 2 and NR1D1 modulator -1.
COC(=O)c1cc2ccccc2n1S(=O)(=O)c1ccccc1 was read as ASAP1 GAP inh 6, PLC-beta3 inh -2, PLCg1 inh -1, Tn6 DDE FP 7, ARFGAP1 inhibitor 0, KLK7 zymogen act 0.2, HGIII-sPLA2 inh -1, UHRF1 MBD2 ctr -2, Tn7 DDE FP -3 and NR1D1 modulator -5.

Compound activity: PubChem, several laboratories

Compounds were not picked by outcome; 4.5% or so of the library scored in one or more.
